TcdB GH inh – TcdB glycohydrolase inhibitors, primary screen, biochemical, single point, plate reader | Toxin B (Clostridioides difficile), P18177 | TcdB glycohydrolase enzymatic assay | inhibition, % at 9.99 µM | 350,000 tested, 0.24% active | AID 652162, 2013; in the data active = inhibition above about 10%
Numbers without * were called inactive; & = joins results of further samples. A portion of the library (hit frequency here may not be typical).

SMILES	TcdB GH inh
COCc1cn([C@@H]2C[C@@H]3O[C@@H](CO)CC[C@@H]3O[C@@H]2CCc2ccc(-c3ccc(OC)cc3)cc2)nn1	-3.3
C[C@@H]1CN([C@@H](C)CO)C(=O)c2c(c3ccccc3n2C)-c2ccccc2CO[C@H]1CN(C)C(=O)Oc1ccccc1	-0.1
Cn1cnc(S(=O)(=O)N[C@H]2CC[C@H](CC(=O)NCC3CC3)O[C@H]2CO)c1	0.6
COc1ccc2c3c(n(C)c2c1)[C@H](CO)N(C(=O)c1ccc(F)cc1)CC31CN(CC2CCOCC2)C1	-1.7
C[C@@H]1CN([C@H](C)CO)C(=O)c2ccccc2-c2ccccc2CO[C@H]1CN(C)C(=O)CCC(F)(F)F	-0.1
C[C@H](NC(=O)C[C@@H]1C=C[C@@H](NC(=O)C2CC2)[C@H](CO)O1)c1ccccc1	0.0
CN(C)C(=O)c1ccc(-c2ccc([C@@H]3[C@@H](CO)N4C(=O)CN(C(=O)C5CCCC5)C[C@@H]34)cc2)cc1	-1.3
C[C@@H]1CN([C@H](C)CO)C(=O)c2cccc(NC(=O)c3nc4ccccc4s3)c2O[C@@H]1CN(C)Cc1ccc(C(=O)O)cc1	1.2
COc1ccc(S(=O)(=O)N(C)C[C@@H]2OCCCC[C@@H](C)Oc3ccc(N(C)C)cc3C(=O)N([C@@H](C)CO)C[C@H]2C)cc1	-17
C[C@H](CO)N1C[C@H](C)[C@@H](CN(C)S(=O)(=O)c2cccs2)Oc2ccc(N(C)C)cc2C1=O	-1.9
CC(C)CC#Cc1cnc2c(c1)C(=O)N([C@H](C)CO)C[C@H](C)[C@@H](CN(C)C(=O)CC1CC1)O2	-1.5
Cc1c(C2(O)CCCCC2)[nH]c2ccccc12	1.6
Cc1noc(C)c1NC(=O)Nc1cccc2c1O[C@H](CN(C)S(=O)(=O)c1ccc(F)cc1)[C@H](C)CN([C@@H](C)CO)C2=O	1.0
C[C@H]1CN([C@@H](C)CO)C(=O)c2cccc(NC(=O)Nc3cccc4ccccc34)c2O[C@@H]1CN(C)C(=O)Nc1ccc(F)cc1	0.0
CNC[C@@H]1Oc2cc(C#CC(C)(C)O)ccc2S(=O)(=O)N([C@H](C)CO)C[C@H]1C	-1.0
COc1ccc(C#Cc2ccc([C@H]3[C@@H](CO)N4CCCCN(C(=O)Cc5ccccc5)C[C@H]34)cc2)cc1	1.3
Cc1ccccc1S(=O)(=O)N(C)C[C@@H]1OCc2ccccc2-c2ccccc2C(=O)N([C@H](C)CO)C[C@@H]1C	0.4
O=C(Nc1ccccc1C(=O)NCC1CC1)c1cccs1	0.3
COc1ccc2c3c(n(C)c2c1)[C@H](CO)N(C(C)=O)CC31CCN(Cc2cccnc2)CC1	0.7
C[C@H]1CN([C@@H](C)CO)C(=O)c2cccc(NC(=O)C3CC3)c2O[C@H]1CN(C)S(=O)(=O)c1cn(C)cn1	-0.9
O=C(c1ccncc1)N1C[C@@H]2[C@H](c3ccccc31)[C@@H](CO)N2Cc1ccc(F)cc1	-0.1
OC[C@@H]1[C@H](c2ccccc2)C2(CN(Cc3ccccc3)C2)N1Cc1ccncc1	0.5
CN(C(=O)CSc1ncnc2c(-c3cccs3)nsc12)C1CCCCC1	0.9
O=C(C[C@@H]1CC[C@H]2[C@@H](COC[C@@H](O)CN2C(=O)c2cnccn2)O1)NCc1ccc(Oc2ccccc2)cc1	-0.3
C[C@@H]1CN([C@H](C)CO)S(=O)(=O)c2ccc(C3=CCCC3)cc2O[C@H]1CN(C)Cc1ccccc1	1.3
CCCN(C)C[C@H]1OCCCC[C@@H](C)Oc2ccc(NC(=O)c3ccncc3)cc2C(=O)N([C@H](C)CO)C[C@@H]1C	-0.3
CCCNC(=O)N[C@H]1C=C[C@@H](CC(=O)NC2CCC2)O[C@H]1CO	1.0
Nc1ccc2ccc(N)cc2c1	7.0
CCOC(=O)[C@@H]1[C@@H]2NC(=S)N(C)[C@@]1(C)Oc1ccccc12	0.2
O=C(c1cccnc1)N1CC[C@@H]2[C@@H](CO)Nc3ccc(-c4cccc(F)c4)cc3[C@@H]21	0.2
CN1c2ccc(Br)cc2[C@H]2[C@H](CCN2C(=O)C2CC2)[C@@H]1CO	-3.2
O=C(C[C@@H]1CC[C@@H]2NC[C@@H](O)COC[C@H]2O1)Nc1ccccc1	0.6
C[C@@H]1CCCCO[C@H](CN(C)C(=O)NC2CCCCC2)[C@@H](C)CN([C@@H](C)CO)C(=O)c2cc(N(C)C)ccc2O1	-19
COc1ccc2c3c(n(C)c2c1)[C@@H](CO)N(S(C)(=O)=O)CC31CCN(Cc2nccs2)CC1	-0.7
CCS(=O)(=O)N1CCC2(CC1)CN(S(=O)(=O)c1cccc(OC)c1)[C@H](CO)c1[nH]c3cc(OC)ccc3c12	0.5
COc1ccc(-c2ccc(C3[C@H]4CNC[C@@H]3N4S(=O)(=O)c3cccc(OC)c3)cc2)cc1 (some centres not stated)	-0.1&0.8
COc1ccc(NC(=O)Nc2ccc3c(c2)C(=O)N([C@H](C)CO)C[C@@H](C)[C@H](CN(C)S(=O)(=O)c2ccc(C)cc2)O3)cc1	1.2
C[C@H](CO)N1C[C@H](C)[C@H](CN(C)CC2CCCCC2)Oc2c(NC(=O)Nc3ccccc3)cccc2C1=O	-0.4
C[C@@H]1CCCCO[C@@H](CN(C)C(=O)Nc2ccc(F)cc2)[C@H](C)CN([C@@H](C)CO)C(=O)c2cc(NS(=O)(=O)c3cccs3)ccc2O1	-1.4
O=C(C[C@H]1C[C@H]2c3cc(NC(=O)Nc4ccccc4F)ccc3O[C@H]2[C@H](CO)O1)NCc1ccc2c(c1)OCO2	0.4
C[C@H]1CN([C@@H](C)CO)C(=O)c2cc(NC(=O)Nc3ccc(C(F)(F)F)cc3)ccc2O[C@H]1CN(C)Cc1ccc(Oc2ccccc2)cc1	0.4
CO[C@H]1CN(C)C(=O)c2cc(NC(=O)Nc3ccccc3F)ccc2OC[C@H](C)N(CC2CC2)C[C@H]1C	-0.2
O=C(C[C@H]1C=C[C@@H](NC(=O)C2CC2)[C@H](CO)O1)Nc1ccccc1	-0.1
C[C@H](CO)N1C[C@H](C)[C@H](CN(C)Cc2ccccc2)Oc2ccc(NC(=O)Cc3cn(C)c4ccccc34)cc2C1=O	0.0
COC(=O)[C@]12C[C@H](CC(=O)NCc3ccc(C)o3)C(=O)N(Cc3ccccc3)C1=C[C@H](C(C)C)O[C@@H]2C1CC1	-0.1
COCC(=O)N1[C@H](CO)[C@@H](c2ccccc2)C12CN(C(=O)NC1CCCC1)C2	-0.4
C[C@H]1CN([C@@H](C)CO)S(=O)(=O)c2ccc(C3=CCCC3)cc2O[C@@H]1CN(C)C(=O)c1ccncc1	-0.3
O=C(C1CC1)N1CC(=O)N2[C@H](C1)[C@@H](c1ccc(C#CC3CCCC3)cc1)[C@@H]2CO	1.3
C[C@@H]1CN([C@@H](C)CO)C(=O)c2cc(NC(=O)Nc3ccccc3)ccc2O[C@@H]1CN(C)S(=O)(=O)c1cn(C)cn1	-0.6
C[C@@H]1CN([C@H](C)CO)C(=O)c2cc(-c3ccccc3F)cnc2O[C@H]1CN(C)C(=O)C1CC1	1.6
COc1cc(CN2[C@@H]3CNC[C@H]2C3c2ccc(-c3ccc(C#N)cc3)cc2)cc(OC)c1 (some centres not stated)	-0.6
CC(C)c1cc(Cn2c3ccccc3c(=O)n2C(C)Cn2cc(CCc3ccccc3)nn2)on1 (configuration not stated)	0.9
C[C@@H]1CN([C@@H](C)CO)C(=O)c2cc(N(C)C)ccc2O[C@@H]1CN(C)S(=O)(=O)c1ccc(Cl)cc1	-3.5
C[C@@H]1CN([C@@H](C)CO)C(=O)c2cc(C#CCN(C)C)cnc2O[C@@H]1CN(C)Cc1ccccc1F	0.3
CN(C)C(=O)c1ccc(-c2ccc3c(c2)[C@@H]2[C@@H](CCN2C(=O)C2CCCC2)[C@H](CO)N3C)cc1	0.0
C/C=C/c1ccc2c(c1)[C@@H]1[C@@H](CCN1C(=O)C1CCCC1)[C@H](CO)N2	-0.4
COC(=O)C(CC#Cc1ccc2c(c1)[C@]1(C(=O)N2)[C@H](c2ccccc2OCCO)N2[C@H](c3ccccc3)[C@H](c3ccccc3)OC(=O)[C@H]2[C@@H]1C(N)=O)C(=O)OC	1.4
CN1c2ccc(Br)cc2[C@H]2[C@H](CCN2C(=O)Nc2ccc(F)cc2)[C@@H]1CO	-1.1
CO[C@@H](CN(C)S(=O)(=O)c1cn(C)cn1)[C@@H](C)CN(C(=O)Nc1ccc(C(F)(F)F)cc1)[C@@H](C)CO	-0.9
CCCNC(=O)N[C@H]1C=C[C@H](CC(=O)OC)O[C@@H]1CO	0.1

For reference, some entries already given.
SMILES	TcdB GH inh
C[C@H](CO)N1C[C@H](C)[C@H](CN(C)Cc2ccccc2)Oc2ccc(NC(=O)Cc3cn(C)c4ccccc34)cc2C1=O	0.0
COC(=O)[C@]12C[C@H](CC(=O)NCc3ccc(C)o3)C(=O)N(Cc3ccccc3)C1=C[C@H](C(C)C)O[C@@H]2C1CC1	-0.1
COCC(=O)N1[C@H](CO)[C@@H](c2ccccc2)C12CN(C(=O)NC1CCCC1)C2	-0.4
C[C@H]1CN([C@@H](C)CO)S(=O)(=O)c2ccc(C3=CCCC3)cc2O[C@@H]1CN(C)C(=O)c1ccncc1	-0.3
O=C(C1CC1)N1CC(=O)N2[C@H](C1)[C@@H](c1ccc(C#CC3CCCC3)cc1)[C@@H]2CO	1.3
C[C@@H]1CN([C@@H](C)CO)C(=O)c2cc(NC(=O)Nc3ccccc3)ccc2O[C@@H]1CN(C)S(=O)(=O)c1cn(C)cn1	-0.6
C[C@@H]1CN([C@H](C)CO)C(=O)c2cc(-c3ccccc3F)cnc2O[C@H]1CN(C)C(=O)C1CC1	1.6
COc1cc(CN2[C@@H]3CNC[C@H]2C3c2ccc(-c3ccc(C#N)cc3)cc2)cc(OC)c1 (some centres not stated)	-0.6
CC(C)c1cc(Cn2c3ccccc3c(=O)n2C(C)Cn2cc(CCc3ccccc3)nn2)on1 (configuration not stated)	0.9
C[C@@H]1CN([C@@H](C)CO)C(=O)c2cc(N(C)C)ccc2O[C@@H]1CN(C)S(=O)(=O)c1ccc(Cl)cc1	-3.5

Next section.
SMILES	TcdB GH inh
CC(C)NC(=O)N[C@H]1CC[C@@H](CC(=O)NCCCN(C)C)O[C@H]1CO	-0.4
C[C@@H]1CN([C@@H](C)CO)S(=O)(=O)c2ccc(C#Cc3ccccc3)cc2O[C@@H]1CN(C)C(=O)Cc1ccccn1	0.2
Cn1cnc(CCNC(=O)C[C@H]2CC[C@H]3[C@@H](COC[C@@H](O)CN3C(=O)Nc3ccc(Cl)cc3)O2)c1	0.8
COc1ccc(CN(C)C[C@H]2Oc3ccc(NS(=O)(=O)c4cn(C)cn4)cc3C(=O)N([C@H](C)CO)C[C@@H]2C)cc1	0.7
O=C(Nc1cccc(Cl)c1)N[C@@H]1CC[C@H](CCNC(=O)C2CCOCC2)O[C@@H]1CO	0.1
COc1ccc(C#Cc2ccc3c(c2)[C@]2(C(=O)N3)[C@H](c3ccc(O)cc3)N3[C@H](c4ccccc4)[C@H](c4ccccc4)OC(=O)[C@H]3[C@@H]2C(=O)NC[C@H](O)c2ccccc2)cc1	-1.2
CCCN1[C@@H]2c3ccc(-c4ccncc4)c(=O)n3C[C@@H]2[C@@H](CO)[C@@H]1C(=O)NCCCN1CCOCC1	0.9
C/C=C/c1ccc([C@H]2[C@@H](CO)N(CC3CC3)[C@@H]2CN(C(C)=O)C(C)C)cc1	0.0
C[C@@H]1CN([C@@H](C)CO)C(=O)Cc2cc(NC(=O)CCC(F)(F)F)ccc2O[C@H]1CN(C)C	0.5
C[C@H](CO)N1C[C@H](C)[C@H](CN(C)S(C)(=O)=O)OCCCC[C@H](C)Oc2ccc(NC(=O)c3ccccc3)cc2C1=O	0.3
COc1cccc(NC(=O)N2[C@H](CO)[C@@H](c3ccccc3)[C@H]2CNCC(C)C)c1	2.3
COc1ccccc1NC(=O)N1CCCCN2[C@@H](CO)[C@H](c3ccc(-c4cccc(C#N)c4)cc3)[C@@H]2C1	0.7
O=C(N[C@@H]1CC[C@H](CCNS(=O)(=O)c2ccc(F)cc2)O[C@H]1CO)C1CC1	0.0
C[C@@H]1CN([C@@H](C)CO)C(=O)Cc2cc(NS(=O)(=O)c3cccs3)ccc2O[C@H]1CN(C)Cc1ccc2c(c1)OCO2	0.2
Cc1ccc(S(=O)(=O)Nc2ccc3c(c2)C(=O)N([C@@H](C)CO)C[C@H](C)[C@@H](CN(C)C(=O)Nc2ccc(F)cc2)OCCCC[C@H](C)O3)cc1	0.1
COc1ccc(NC(=O)N(C)C[C@H]2Oc3ccc(NS(C)(=O)=O)cc3C(=O)N([C@@H](C)CO)C[C@H]2C)cc1	-0.1
CO[C@H]1CC[C@H]2CCN(C)C(=O)CCCN(C)C(=O)c3cc(C#N)ccc3OC[C@@H]1O2	0.7
O=C(c1ccccc1F)N1C[C@@H]2[C@H](c3ccccc31)[C@@H](CO)N2Cc1ccc2c(c1)OCO2	1.9
O=C(O)C[C@@H]1C[C@@H]2c3cc(NS(=O)(=O)c4ccc(F)cc4)ccc3O[C@@H]2[C@H](CO)O1	-3.4
C[C@H](CO)N1C[C@H](C)[C@@H](CN(C)Cc2ccc3c(c2)OCO3)Oc2c(NS(=O)(=O)c3ccc(Cl)cc3)cccc2C1=O	1.7
O=C(NCC1CCCCC1)[C@H]1[C@H](CO)[C@H]2Cn3c(cccc3=O)[C@H]2N1Cc1ccccn1	0.7
CO[C@H]1CN(C)C(=O)c2cc(NC(=O)C3CCOCC3)ccc2OC[C@H](C)N(Cc2nccs2)C[C@@H]1C	1.2
CO[C@H]1CN(C)C(=O)c2ccc(NC(=O)C3CC3)cc2OC[C@@H](C)N(C(=O)CN2CCOCC2)C[C@@H]1C	0.8
C[C@@H]1CN([C@H](C)CO)C(=O)c2cccc(NC(=O)C3CCCCC3)c2O[C@@H]1CN(C)S(C)(=O)=O	0.2
C[C@H](CO)N1C[C@H](C)[C@H](CN(C)C(=O)Nc2ccc(F)cc2)Oc2ccc(N(C)C)cc2CC1=O	-4.8

Bioassay records as filed in PubChem.
